# BAZ2B block = blocks human BAZ2B; Q9UIF8; AlphaScreen BAZ2B-H3K14Ac peptide displacement; Potency, µM (highest dose often 114 µM), for inactives: at the highest dose activity change, negative = inhibition, usual class: inhibitors; hit rate 4.4% among 360,000; AID 504333; also: potency is read from the fitted curve at half-maximal effect; % is scaled to controls: 0 for no effect and ±100 for the full control effect; nearly all actives have a fitted effect of over 60% in size
#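 AlphaScreen luminescence quantifies BAZ2B engagement of H3K14Ac peptide; the protein and biotinylated peptide are both at 50 nM final, buffer PBS pH 7.4 with 0.01% Tween-20, all steps at room temperature.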
# PI4K2A inh = PI4K2A (human) kinase inhibition | purified PI4K2A, ADP-Glo luminescence, 1 h; stronger effect = lower value | hit rate 0.13% among 420,000 | activity change, negative = inhibition, % at 76.9 µM | Q9BTU6; in the data active = activity change below about -50%; inconclusive = mostly about -30% to -49%;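 also: -100% = wells without enzyme as full effect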
#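 In this quantitative HTS, ADP production by PI4K2A was quantified luminescently after 1 h at ambient temperature; 100 microM adenosine served as plate-quality control.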
# GLS inhibitor = inhibitors of human glutaminase (GLS); O94925; GLS enzymatic activity, qHTS titration; Potency, µM (doses to about 45.5 µM), for inactives: top-dose activity change, negative = inhibition, hits mostly inhibitors; hit rate 0.21% among 410,000; AID 624170; also: potency is read from the fitted curve at half-maximal effect; % is scaled to controls: 0 for no effect and ±100 for the full control effect
#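 Coupled fluorescence readout: glutamate oxidase/HRP/Amplex Red detect glutamate formed by hKGA from L-glutamine (1 mM solution added). Buffer 45 mM KH2PO4 pH 8.2, 0.02% Tween-20; reads at t0 and 30 min RT.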
# JMJD2A Tudor = inhibitors of human JMJD2A Tudor domain. AID 504339. hit rate 4.4% among 390,000. Potency, µM (top dose mostly 114 µM), without a hit: at the highest dose activity change, negative = inhibition, actives largely listed as inhibitors. AlphaScreen JMJD2A-Tudor / H3K4me3 peptide binding. O75164; also: potency is read from the fitted curve at half-maximal effect; % is scaled to controls: 0 for no effect and ±100 for the full control effect; nearly all actives have a fitted effect of over 50% in size
# HP1b binding inh = blocks HP1-beta chromodomain binding to methylated histone tails. Potency, µM (highest dose often 114 µM), for inactives: at the top dose activity change, negative = inhibition, hits mostly inhibitors. AID 540317. hit rate 0.56% among 390,000. P83916. AlphaScreen HP1-beta / biotin-H3K9me3 peptide binding; also: potency is read from the fitted curve at half-maximal effect; nearly all actives have a fitted effect of over 70% in size; inactives centre near 23
#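 HP1-beta protein (50 nM final) preincubated 30 min at room temperature with biotinylated H3(1-18)K9me3 peptide (50 nM) in PBS pH 7.4, 0.01% Tween-20, then compound added for 30 min. AlphaScreen streptavidin donor/nickel chelate acceptor beads (10 ug/mL final), 30 min dark, luminescence read.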
# ERG-DNA inh = blocks human ERG Ets domain binding to DNA | fluorescence polarization, His-ERG Ets domain / labelled DNA | Potency, µM (series often up to 76.9 µM), without a hit: at the top dose FP activity, negative = inhibition, usual class: inhibitors | hit rate 0.028% among 370,000; active = well fitted inhibition curve with a large enough effect in the polarisation, with a control signal flat; inconclusive = small, poorly fitted or top-dose-only effect, or effect the other way, or a change in a side signal; inactive = no such curve, though single readings can be large or run the other way; the % refers to the polarisation;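 also: polarization taken with two DNA probes labelled with fluorescein and Texas red; potency is read from the fitted curve at half-maximal effect; % of control where 0% means no effect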
# Target sequence (P11308 whole entry, looked up, the tested form may be a part): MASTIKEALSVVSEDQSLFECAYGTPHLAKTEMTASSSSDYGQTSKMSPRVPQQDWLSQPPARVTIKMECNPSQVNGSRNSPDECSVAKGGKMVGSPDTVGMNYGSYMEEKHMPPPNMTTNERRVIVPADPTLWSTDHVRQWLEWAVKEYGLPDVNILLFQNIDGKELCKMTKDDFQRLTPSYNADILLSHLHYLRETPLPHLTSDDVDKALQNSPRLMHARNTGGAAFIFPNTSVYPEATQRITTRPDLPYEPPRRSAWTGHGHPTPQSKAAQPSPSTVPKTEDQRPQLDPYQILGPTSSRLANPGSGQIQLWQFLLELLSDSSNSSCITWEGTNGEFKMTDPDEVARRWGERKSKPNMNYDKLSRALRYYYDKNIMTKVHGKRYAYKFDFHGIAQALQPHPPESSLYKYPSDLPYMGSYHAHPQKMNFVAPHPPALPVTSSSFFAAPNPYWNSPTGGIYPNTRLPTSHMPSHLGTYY
#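 His-tagged ERG Ets domain (1 uM in the protein solution; 300mM KCl, 50mM Tris-HCl, 1mM EDTA, 1mM DTT, pH 7.5) received compound, then a probe mix of 5 nM fluorescein-DNA and 100nM Texas-615-DNA. Fluorescence polarization was read for both dyes.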
# G9a inh = inhibitors of human histone lysine methyltransferase G9a; Q96KQ7; G9a H3K9 monomethylation, AlphaScreen, 2 h; Potency, µM (top dose mostly 102 µM), for inactives: top-dose activity, negative = inhibition, usual class: inhibitors; hit rate 8.8% among 350,000; also: potency is read from the fitted curve at half-maximal effect; % is scaled to controls: 0 for no effect and ±100 for the full control effect; nearly all actives have a fitted effect of over 75% in size
#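 Methyltransferase reactions run at room temperature for 2 h (20 nM enzyme, 500 nM biotin-H3K9 peptide, 20 uM SAM) after a 15 min compound preincubation; product detected by AlphaScreen beads and anti-H3K9me1 antibody.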
# Tb PGK inh = blocks T. brucei phosphoglycerate kinase; P07378; PGK/GAPDH coupled, Kinase-Glo luminescence, 60 min; Potency, µM (doses to about 57.5 µM), for inactives: at the highest dose activity change, negative = inhibition, hits mostly inhibitors; hit rate 0.043% among 380,000; AID 602233; also: potency is read from the fitted curve at half-maximal effect; % is scaled to controls: 0 for no effect and ±100 for the full control effect; nearly all actives have a fitted effect of over 60% in size
# Target sequence (P07378 whole entry, looked up): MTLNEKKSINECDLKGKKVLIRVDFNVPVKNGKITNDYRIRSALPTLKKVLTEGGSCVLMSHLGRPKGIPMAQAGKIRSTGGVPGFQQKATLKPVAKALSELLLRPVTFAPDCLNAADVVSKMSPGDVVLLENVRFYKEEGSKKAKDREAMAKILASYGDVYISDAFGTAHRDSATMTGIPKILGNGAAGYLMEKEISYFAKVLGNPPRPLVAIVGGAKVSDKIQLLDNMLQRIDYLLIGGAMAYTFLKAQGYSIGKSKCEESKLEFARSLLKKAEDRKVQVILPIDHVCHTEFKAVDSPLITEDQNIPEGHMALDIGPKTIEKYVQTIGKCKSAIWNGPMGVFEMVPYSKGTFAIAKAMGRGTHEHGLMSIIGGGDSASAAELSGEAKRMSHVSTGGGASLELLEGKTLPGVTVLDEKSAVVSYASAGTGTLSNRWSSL
#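 Luminescent ATP detection (Kinase-Glo Plus) follows a 60-minute room-temperature incubation, with wells lacking PGK as controls. Buffer: 100 mM TEA (pH 7.6), 5 mM MgCl2, 0.01% Tween-20. Coupling enzyme GAPDH (100 nM final) supplies unstable 1,3-BPG in-well.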
# Pin1 inhibitor = inhibitors of human Pin1. Potency, µM (top dose mostly 115 µM), for the others: top-dose activity, negative = inhibition, most hits filed as inhibitors. hit rate 0.009% among 390,000. Q13526. Pin1 FP peptide displacement, HiFluor488, 10 min; active = well fitted inhibition curve with a large enough effect in the polarisation, with a control signal flat, not every such curve was filed as active; inconclusive = small, poorly fitted or top-dose-only effect, or effect the other way, or a change in a side signal; inactive = no such curve, though single readings can be large or run the other way; the % refers to the polarisation; also: potency is read from the fitted curve at half-maximal effect; % is scaled to controls: 0 for no effect and ±100 for the full control effect
# Target sequence (Q13526 whole entry, looked up): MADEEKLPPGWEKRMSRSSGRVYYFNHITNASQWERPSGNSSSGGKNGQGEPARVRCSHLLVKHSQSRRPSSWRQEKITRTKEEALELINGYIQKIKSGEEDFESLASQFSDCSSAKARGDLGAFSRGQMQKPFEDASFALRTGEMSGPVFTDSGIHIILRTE
# * = called active by the depositor; i = inactive; ? = inconclusive; . = no result given; & = joins results of further samples; [ ] = another dose, or the depositor's remark. Unless noted, calls follow the shape of the dose curve; as a rule, active = well fitted curve in the direction sought with a large enough effect; inconclusive = small, poorly fitted or top-dose-only effect, or another doubt; inactive = no such curve, though single readings can be large; an effect the other way counts as inactive or inconclusive.
No. | SMILES | BAZ2B block | PI4K2A inh | GLS inhibitor | JMJD2A Tudor | HP1b binding inh | ERG-DNA inh | G9a inh | Tb PGK inh | Pin1 inhibitor
1 | Cc1ccc(S(=O)(=O)NCc2cc(=O)n(C)c(=O)n2C)cc1C | -4% | -2 | -1% | -14% | 34% | -8% | -17% | -7% | 0%
2 | Cc1ccc2ncccc2c1N | 3% | 1 | 3% | -8% | 14% | 7% | -40% | -6% | -3%
3 | O=S1(=O)CC=C(CSc2nc3ccccc3[nH]2)C1 | 3% | 4 | 5% | -3% | 14% | 19% | ? | -1% | -8%
4 | COC(=O)c1ccc(N2CN=C(c3ccc(C)cc3)NC2=S)cc1 | -6% | 3 | 0% | -12% | 40% | 2% | 7%[59 µM] | 10% | 10%
5 | O=C(NCCCO)C(=O)Nc1c2c(nn1-c1ccccc1)CSC2 | 7% | 0 | 3% | 6% | 26% | 7% | 10µM* | 14% | -7%
6 | COc1cccc(CN2CCNC(=O)C2CC(=O)N(C)Cc2cnccn2)c1OC (stereo unspecified) | -3% | 6 | 0% | -3% | 42%[activator][57 µM] | 2% | ? | -1% | -4%
7 | COC(=O)N1c2ccccc2C=Cc2ccccc21 | -5% | 1 | -18% | -5% | 64%[activator] | 5% | -7% | i | 5%
8 | Cc1cc(Cl)ccc1OCCCC(=O)Nc1cccc(-n2cnnn2)c1 | -18% | 0 | -2% | -8% | 52%[activator] | -10% | -4% | i | 11%
9 | OC[C@H]1O[C@@H](n2cnc3c(Nc4ccccc4)ncnc32)[C@H](O)[C@@H]1O | -19% | 4&-2 | -3% | -14% | 26% | 15% | -3%[59 µM] | -1% | -3%
10 | O=C(NCC1CCCO1)c1ccc2c(=O)n(CC3CCCO3)c(SCC(=O)N3CCCC3)nc2c1 (stereo unspecified) | . | 3 | -12% | -11% | 28% | 6% | -26% | -2% | 6%
11 | COc1ccccc1C(=O)NC(CCSC)C(=O)NC1CC1 (stereo unspecified) | . | 3 | -7% | -12% | 29% | 5% | . | -1% | 0%
12 | COC(=O)c1ccsc1NC(=O)CSc1nnnn1-c1ccccc1SC | 11% | 0 | 1% | -13% | 24% | -12% | 0%[12.7 µM] | i | 40%[activator]
13 | CCOC(=O)C1CCN(Cc2cnc(Oc3ccc(OC)cc3)s2)CC1 | -33%[57.1 µM] | -1 | 2% | -19% | 0% | 1% | 79%[activator][59 µM] | -8% | -1%
14 | CCNc1nc(NC(C)(C)C)nc(N(CC)n2cnnc2)n1 | 1% | 3 | 4% | -13% | 10% | . | 22%[0.0925 µM] | -4% | 0%
15 | CCn1c2c(c(=O)n3ncc(C(=O)Nc4ccc(OC(F)(F)F)cc4)c13)CN(Cc1ccc(OC)cc1)CC2 | -5% | -1 | -6% | -11% | 22%[57 µM] | 3% | 13µM* | -3% | -6%
16 | CC(=O)c1cccc(NC(=O)Oc2ccccc2)c1 | -4% | -2 | 0% | -3% | 10% | . | 79%[activator][59 µM] | -11% | -1%
17 | COc1cc(/C=N/Nc2ccc(Cl)cc2)ccc1OC(=O)c1cccs1 | -35% | 14 | 24% | -33% | 8% | -2% | ? | i | -3%
18 | Cc1nc(C)c(-c2csc(Nc3ccccn3)n2)s1 | ? | -1 | 6% | -33% | 9% | -3% | ? | -8% | -2%
19 | CSc1ccc(CN(C)C(=O)C23CC4CC(CC(Cl)(C4)C2)C3)cc1 | 5% | 0 | -30% | 37%[activator] | 70%[activator] | -7% | 14% | 3% | ?
20 | CCOC(=O)c1ccc(Oc2cc(C)nc(SC)n2)cc1 | 73%[activator] | 3 | 16% | 42%[activator] | 75% | -5% | 7%[12.7 µM] | 0% | -9%
21 | O=C(O)CCC(=O)NNC(=O)c1ccc(-c2ccccc2)cc1 | 4% | -5 | 4% | -14% | 26% | 1% | 1%[59 µM] | i | -2%
22 | COc1cc2c(cc1OC)CN(C(=O)COc1ccc(C#N)cc1)CC2 | 11% | 4 | 3% | -11% | 35% | -6% | 13%[12.7 µM] | -3% | -3%
23 | O=C1CC(c2ccc(Cl)cc2)c2c(O)cc(O)cc2O1 (stereo unspecified) | -3% | 4 | -24% | -5% | 19% | -2% | -16% | -5% | 3%
24 | CC(NC(=O)c1ccco1)C(c1cccs1)N1CCOCC1 (stereo unspecified) | 3% | 6 | -6% | -10% | 53%[activator] | -13% | -4% | -7% | -3%
25 | COc1ccc(CNC(=O)Cc2c(C(=O)O)[nH]c3ccccc23)cc1 | -1% | 0 | 4% | -25% | 18% | . | 9%[2.33 µM] | -6% | 1%
26 | Cc1ccc(C(=O)NCC(=O)NC2CCCC2)cc1 | -5% | 0 | -12% | -11% | 30% | 6% | 15%[12.7 µM] | i | -4%
27 | CNC(=O)c1ccc(-c2ccc(Cl)c(Cl)c2)s1 | -1% | -1 | 13% | -6% | 26% | 1% | 8% | 9% | 8%
28 | CCc1nc2ccccc2n1CC(O)COCC1CC=CCC1 (stereo unspecified) | -18% | 2 | -5% | -19% | 15% | -6% | 6% | 0% | -9%
29 | COc1ccc(S(=O)(=O)N2CCN(C(=O)N3CCOCC3)C2C)cc1 (stereo unspecified) | -2% | -4 | -3% | -6% | 11% | -15% | -8% | -6% | -6%
30 | COc1ccc(C2c3c(oc4ccccc4c3=O)C(=O)N2c2ccc(C)cn2)cc1OC (stereo unspecified) | -2% | -3 | -11% | 1% | 37% | -4% | 8% | i | 12%
31 | CCc1ccc(NC(=O)C(C)Oc2nnc(-c3cccs3)c(-c3cccs3)n2)cc1 (stereo unspecified) | -9% | -1 | -4% | -9% | 1% | 3% | -38%[59 µM] | 0% | ?
32 | O=C(O)c1cccc(CSc2nnc(-c3ccco3)o2)c1 | 9% | -1 | -23% | -9% | 32% | . | -14%[59 µM] | 10% | 1%
33 | O=C1Nc2ccccc2C(=O)N2CCCCC12 (stereo unspecified) | 5% | 3 | 8% | -12% | 19% | -2% | 0% | -2% | 5%
34 | COc1cccc(NC(=O)Nc2nc(SC(C)(C)C)ns2)c1 | -8% | 0 | -2% | -2% | 48%[activator] | 12% | -15% | -10% | -1%
35 | N#Cc1c2n(c3c(=O)n(Cc4ccc(Cl)cc4)cnc13)CCCC2 | 5% | -1 | 4% | -26% | 11% | 0% | 19%[59 µM] | -4% | -3%
36 | COc1ccc(OC)c(NC(=O)C2CCN(c3nc(C)cc(C)n3)CC2)c1 | 1% | 2 | 0% | -14% | 29% | -12% | ? | -5% | 3%
37 | C=CCn1c(COc2ccc(CC)cc2)nnc1SCC(=O)N(C)C1CCS(=O)(=O)C1 (stereo unspecified) | 3% | 1 | -4% | 2% | 32% | -2% | -50% | 3% | -1%
38 | O=C1CN(C(=O)COC(=O)/C=C/c2ccco2)c2ccccc2N1 | ? | 0 | 28% | -12% | 1% | 0% | 45µM* | -10% | -4%
39 | CCN(CC)C(=O)NC(c1ccc(C)c(F)c1)C(Cl)(Cl)Cl (stereo unspecified) | 0% | 0 | 0% | -2% | 52%[activator] | -5% | -10%[59 µM] | i | 4%
40 | CCCCOc1ccc(NC(=O)C2OC3OC(C)(C)OC3C3OC(C)(C)OC23)cc1 (stereo unspecified) | 11% | -1 | 10% | -11% | -4% | 1% | 17%[59 µM] | -7% | 2%
41 | O=C(CSc1n[nH]c(=O)n1-c1cccnc1)N1CCOCC1 | -1% | 3 | 6% | -9% | 28% | -12% | . | -9% | -3%
42 | COc1ccc2c(c1OC)C(=O)NC(C)=C(C(=O)OC(C)(C)C)C2O (stereo unspecified) | 19% | -5 | 10% | -16% | 7% | . | ? | -4% | 1%
43 | Cc1cc(NC(=O)c2ccccc2)no1 | 3% | -4 | 6% | -15% | 13% | -3% | 7% | -5% | 4%
44 | O=C(OCC(=O)N1CCc2ccccc21)c1cc(S(=O)(=O)N2CCOCC2)ccc1F | -6% | -2 | 1% | -21% | 16% | 6% | ? | -3% | 0%
45 | COc1ccc(C[C@H](C(=O)O)N2C(=O)c3ccc(C(=O)O)cc3C2=O)cc1 | -1% | . | . | ? | . | . | 8%[12.7 µM] | . | -10%

# Shown with two lines to a compound: 5 of the compounds above
# The line under a structure holds: BAZ2B block	PI4K2A inh	GLS inhibitor	JMJD2A Tudor	HP1b binding inh	ERG-DNA inh	G9a inh	Tb PGK inh	Pin1 inhibitor
(41) O=C(CSc1n[nH]c(=O)n1-c1cccnc1)N1CCOCC1
  -1%	3	6%	-9%	28%	-12%	.	-9%	-3%
(42) COc1ccc2c(c1OC)C(=O)NC(C)=C(C(=O)OC(C)(C)C)C2O (stereo unspecified)
  19%	-5	10%	-16%	7%	.	?	-4%	1%
(43) Cc1cc(NC(=O)c2ccccc2)no1
  3%	-4	6%	-15%	13%	-3%	7%	-5%	4%
(44) O=C(OCC(=O)N1CCc2ccccc21)c1cc(S(=O)(=O)N2CCOCC2)ccc1F
  -6%	-2	1%	-21%	16%	6%	?	-3%	0%
(45) COc1ccc(C[C@H](C(=O)O)N2C(=O)c3ccc(C(=O)O)cc3C2=O)cc1
  -1%	.	.	?	.	.	8%[12.7 µM]	.	-10%
